Source: PubChem
LYP phosphatase: inhibitors of LYP phosphatase, biochemical, fluorescence intensity, uHTS (AID 1779); recombinant LYP phosphatase, fluorescence intensity; higher % means a stronger effect; inhibition, % at 11.5 µM; hits with a dose series show IC50 in µM; actives 0.054% (n = 290,000); in the data active = inhibition above about 50%;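 note: plate controls were vehicle with enzyme for no effect and no enzyme for full effect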
AID2073: inhibitors of Mint1-CaV2.2 protein interaction, biochemical, HTRF (AID 2073) | HTRF protein-protein interaction, Mint1-CaV2.2; higher % means a stronger effect | actives 0.19% (n = 290,000) | one-dose inhibition, % at 20 µM; IC50 in µM for titrated hits; in the data active = inhibition mostly above about 51%, no sharp cut-off; inconclusive = no clear call, values can overlap the other calls; inactive = mostly below about 53%; note: some results filed as inactive read as strong as hits
MgcRacGAP inhibition: MgcRacGAP GTPase-activating activity inhibitors, confirmation, biochemical, ADP Hunter fluorescence; MgcRacGAP-stimulated Rac1 GTP hydrolysis, ADP Hunter fluorescence; higher % means a stronger effect; GST-tagged Rac1 F28L mutant substrate; one-dose inhibition, % at 30 µM; IC50 in µM for titrated hits; actives 0.6% (n = 340,000); AID 624330;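 active = first-screen hits whose inhibition reached a set limit at any dose in the follow-up dose series; inconclusive = inhibition above the set first-screen limit but never retested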;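 note: fluorescence reports GDP produced by GAP-driven GTP hydrolysis; strong numbers were not always called active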
Dengue-2 NS5 capping: flavivirus cap methylation enzyme inhibition – biochemical, confirmation dose response, primary screen (AID 588689); actives 0.3% (n = 340,000); Dengue-2 NS5 methyltransferase capping enzyme assay, biochemical; higher % means a stronger effect; inhibition, % at 25 µM, or IC50 in µM where a hit was titrated; in the data active = a potency from the dose series; inconclusive = inhibition above about 29% without an active follow-up result
SIAH1 antagonists: blockers of Siah-1 interaction with plectin peptide – biochemical, fluorescence polarization, rhodamine-plectin, uHTS, primary screen (AID 1817); Siah-1 / rhodamine-plectin peptide fluorescence polarization; higher % means a stronger effect; displacement, % at 20 µM, or IC50 in µM where a hit was titrated; actives 0.02% (n = 290,000);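 active = displacement of at least 50% at 20 µM, with a fluorescence ratio check between 0.3 and a set limit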;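 note: plate controls were Siah plus tracer with DMSO for no effect and tracer alone without Siah for full effect; strong numbers were not always called active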
RSV antiviral HEp-2: inhibition of RSV-induced cytopathic effect – HEp-2 cells, primary 10 µM value included (AID 2391). actives 0.13% (n = 310,000). one-dose CPE inhibition, % at 10 µM; IC50 in µM for titrated hits. HEp-2 cells, RSV-induced CPE inhibition; higher % means a stronger effect; in the data active = a potency from the dose series; inconclusive = CPE inhibition mostly from about 23% at the one dose, without a potency; inactive = the rest, 99 in 100 with CPE inhibition below about 21%; note: strong numbers were not always called active
SV40 large T antigen: SV40 large T antigen inhibitors, biochemical (AID 1903); SV40 large T antigen ATPase/helicase inhibition assay; higher % means a stronger effect; one-dose inhibition, % at 20 µM; IC50 in µM for titrated hits; actives 0.39% (n = 310,000); in the data active = a potency from the dose series; inconclusive = inhibition mostly from about 32% at the one dose, without a potency; inactive = the rest, 99 in 100 with inhibition below about 32%; note: strong numbers were not always called active
HIV peptide binding: cell-free HIV fusion peptide-binding blockers – biochemical, uHTS, fluorescence dequenching, primary screen (AID 1986) | actives 0.3% (n = 290,000) | cell-free peptide binding, fluorescence dequenching, 30 min; higher % means a stronger effect | inhibition, % at 20 µM, or IC50 in µM where a hit was titrated; in the data active = inhibition mostly above about 52%, no sharp cut-off; inactive = mostly below about 76%; note: some results filed as inactive read as strong as hits
XIAP displacement: XIAP antagonists, biochemical, IAP family, fluorescence polarization (AID 1018); actives 0.007% (n = 200,000); XIAP BIR domain, fluorescence polarization peptide displacement; higher % means a stronger effect; displacement, % at 20 µM; hits with a dose series show IC50 in µM; in the data active = displacement above about 50%; note: a part of the inactive calls stands beside numbers as strong as those of hits
Dengue-2 NS5 capping pilot replicate: further read-out of Dengue-2 NS5 capping, marked with its call; inhibition, %; measured here: pilot screen replicate inhibition
* hit, by the source's call.

What do the screens show for `CCOc1ccc(S(=O)(=O)N2CCN(C(=O)c3ccncc3)CC2)cc1`?
LYP phosphatase: -7%; AID2073: -10%; MgcRacGAP inhibition: 8%; Dengue-2 NS5 capping: -11%; SIAH1 antagonists: -4%; RSV antiviral HEp-2: 0.8%; SV40 large T antigen: -6%; HIV peptide binding: -0.4%

How did CCCC(O)(c1ccccc1)C(CN1CCOCC1)c1ccccc1 (stereo not drawn) do in these assays?
LYP phosphatase: -9%; AID2073: 9%; MgcRacGAP inhibition: 4%; Dengue-2 NS5 capping: -1%; SIAH1 antagonists: 0%; RSV antiviral HEp-2: -0.4%; SV40 large T antigen: 9%; HIV peptide binding: -3.0%

What do the screens show for `CC(Sc1ncnc2sc(-c3ccccc3)cc12)C(=O)NCC1CCCO1` (stereo not drawn)?
MgcRacGAP inhibition: 8%; Dengue-2 NS5 capping: 7%; RSV antiviral HEp-2: inconclusive; SV40 large T antigen: 5%

What do the screens show for `NC(=O)CC(NC(=O)c1ccccc1)c1ccc(NCCOc2ccccc2)c([N+](=O)[O-])c1` (stereo not drawn)?
LYP phosphatase: -1%; AID2073: 24%; MgcRacGAP inhibition: 6%; Dengue-2 NS5 capping: -3%; SIAH1 antagonists: 17%; RSV antiviral HEp-2: 1.6%; SV40 large T antigen: 16%; HIV peptide binding: 0.1%

Results for CC(C)(C)c1csc(NC(=O)c2cccs2)n1 ?
LYP phosphatase: 0%; AID2073: -1%; MgcRacGAP inhibition: 3%; Dengue-2 NS5 capping: -10%; SIAH1 antagonists: -1%; RSV antiviral HEp-2: 13%; SV40 large T antigen: 5%; HIV peptide binding: 0.4%; XIAP displacement: -4.1%

What do the screens show for `Cc1nn(C)c(C(=O)Nc2ccc(Br)cc2F)c1Br`?
LYP phosphatase: -6%; AID2073: 12%; MgcRacGAP inhibition: -2%; Dengue-2 NS5 capping: -5%; SIAH1 antagonists: -1%; RSV antiviral HEp-2: 14%; SV40 large T antigen: 11%; HIV peptide binding: 0.3%; XIAP displacement: -8.5%

Results for COc1ccc(-c2nc(CNS(=O)(=O)c3ccc(OC)c(OC)c3)cs2)cc1 ?
LYP phosphatase: -5%; AID2073: 0%; MgcRacGAP inhibition: 9%; Dengue-2 NS5 capping: -2%; SIAH1 antagonists: 1%; RSV antiviral HEp-2: 0.4%; SV40 large T antigen: 3%; HIV peptide binding: 0.2%; XIAP displacement: -4.3%

Results for Nc1c(S(=O)(=O)c2cccs2)c2nc3ccccc3nc2n1CC1CCCO1 (stereo not drawn) ?
LYP phosphatase: -30%; AID2073: 16%; MgcRacGAP inhibition: 8%; Dengue-2 NS5 capping: 4%; SIAH1 antagonists: 1%; RSV antiviral HEp-2: 1.7%; SV40 large T antigen: -32%; HIV peptide binding: 0.2%; XIAP displacement: -3.8%

Results for CCCC(=O)c1c[nH]c(C(=O)NCc2cccnc2)c1 ?
LYP phosphatase: -10%; AID2073: 0%; MgcRacGAP inhibition: 6%; Dengue-2 NS5 capping: -8%; SIAH1 antagonists: -5%; RSV antiviral HEp-2: 3.8%; SV40 large T antigen: 22%; HIV peptide binding: 0.4%; XIAP displacement: -12%

How did Cc1ccc2cc(C)c(SCC(=O)NCC3CCCO3)nc2c1 (stereo not drawn) do in these assays?
LYP phosphatase: -6%; AID2073: 12%; MgcRacGAP inhibition: 4%; Dengue-2 NS5 capping: -4%; SIAH1 antagonists: -2%; RSV antiviral HEp-2: 2.2%; SV40 large T antigen: -4%; HIV peptide binding: -2.0%

How did COc1cc2c(C(=O)NC3CCCCCC3)cn(C)c(=O)c2cc1OC do in these assays?
LYP phosphatase: -7%; AID2073: -2%; MgcRacGAP inhibition: 3%; SIAH1 antagonists: -4%; RSV antiviral HEp-2: 2.0%; SV40 large T antigen: 21%; HIV peptide binding: 0.1%; XIAP displacement: -7.3%

Results for CCOC(=O)c1cc2c(=O)n3ccccc3nc2n(CCCOC)c1=NC(=O)c1ccncc1 ?
LYP phosphatase: -8%; AID2073: 6%; MgcRacGAP inhibition: 4%; Dengue-2 NS5 capping: -3%; SIAH1 antagonists: 2%; RSV antiviral HEp-2: 0.0%; SV40 large T antigen: 18%; HIV peptide binding: -1.1%; XIAP displacement: -2.1%

What do the screens show for `COc1cnc(-c2ccccn2)nc1Sc1cccc(Cl)c1`?
LYP phosphatase: 1%; AID2073: -4%; MgcRacGAP inhibition: 4%; Dengue-2 NS5 capping: 1%; SIAH1 antagonists: 1%; RSV antiviral HEp-2: -2.4%; SV40 large T antigen: 4%; HIV peptide binding: -1.2%; XIAP displacement: -6.5%; Dengue-2 NS5 capping pilot replicate: 0.3

How did CCc1nnc(SCC(=O)Nc2ccc(C(C)=O)cc2)nc1CC do in these assays?
LYP phosphatase: -3%; AID2073: -9%; MgcRacGAP inhibition: 15%; Dengue-2 NS5 capping: -5%; SIAH1 antagonists: 0%; RSV antiviral HEp-2: -0.4%; SV40 large T antigen: 20%; HIV peptide binding: -0.4%; XIAP displacement: -7.2%

What do the screens show for `COCCNC(=O)CCn1nc(-c2ccc(C)cc2)c2ccccc2c1=O`?
LYP phosphatase: -8%; AID2073: 0%; MgcRacGAP inhibition: 6%; Dengue-2 NS5 capping: -3%; SIAH1 antagonists: 8%; RSV antiviral HEp-2: 0.9%; SV40 large T antigen: -9%; HIV peptide binding: 0.4%

What do the screens show for `O=[N+]([O-])c1cccc(S(=O)(=O)NCCc2ccccc2)c1`?
LYP phosphatase: -5%; AID2073: -3%; MgcRacGAP inhibition: 7%; SIAH1 antagonists: -1%; RSV antiviral HEp-2: 1.5%; SV40 large T antigen: 7%; HIV peptide binding: -0.4%

What do the screens show for `Clc1ccc2nc(-c3ccccn3)c(Nc3ccc4c(c3)OCO4)n2c1`?
LYP phosphatase: 9%; AID2073: -13%; MgcRacGAP inhibition: 8%; Dengue-2 NS5 capping: -4%; SIAH1 antagonists: -18%; RSV antiviral HEp-2: 0.7%; SV40 large T antigen: 8%; HIV peptide binding: -3.6%; XIAP displacement: -5.7%

How did O=C(c1ccc(F)cc1)N1CCC(C(=O)N2CCN(S(=O)(=O)c3cccc([N+](=O)[O-])c3)CC2)CC1 do in these assays?
MgcRacGAP inhibition: 12%; Dengue-2 NS5 capping: -4%; RSV antiviral HEp-2: -1.7%; SV40 large T antigen: 7%

Results for COc1ccccc1N1CCN(C(=O)C(F)F)CC1 ?
LYP phosphatase: 0%; AID2073: -1%; MgcRacGAP inhibition: 4%; Dengue-2 NS5 capping: -9%; SIAH1 antagonists: 1%; RSV antiviral HEp-2: 1.8%; SV40 large T antigen: 6%; HIV peptide binding: -2.1%; XIAP displacement: -8.4%

Results for Cc1c(CN2CC[C@@H](N3CCN(c4ccccn4)CC3)[C@H](O)C2)[nH]c2ccc(F)cc12 ?
LYP phosphatase: -10%; AID2073: 11%; MgcRacGAP inhibition: 3%; Dengue-2 NS5 capping: -7%; SIAH1 antagonists: 7%; RSV antiviral HEp-2: 0.3%; SV40 large T antigen: 31%; HIV peptide binding: -2.1%; Dengue-2 NS5 capping pilot replicate: -8.2

How did O=C(CN1CCCCC1)N1CCCc2c1c(=O)oc1ccc(OCc3ccccc3)cc21 do in these assays?
LYP phosphatase: 0%; AID2073: 21%; MgcRacGAP inhibition: 11%; Dengue-2 NS5 capping: 7%; SIAH1 antagonists: -1%; RSV antiviral HEp-2: 0.4%; SV40 large T antigen: 11%; HIV peptide binding: 1.5%; XIAP displacement: -6.0%

How did CCOc1cccc(CN2CCC(n3nccc3NC(=O)C3CC3)CC2)c1O do in these assays?
LYP phosphatase: -11%; AID2073: -6%; MgcRacGAP inhibition: 6%; Dengue-2 NS5 capping: 1%; SIAH1 antagonists: -2%; RSV antiviral HEp-2: 0.5%; SV40 large T antigen: 24%; HIV peptide binding: 0.6%

What do the screens show for `CC(=O)c1ccc(N2CCN(C(=O)CCc3ccccc3)CC2)cc1`?
LYP phosphatase: -9%; AID2073: 14%; MgcRacGAP inhibition: 12%; Dengue-2 NS5 capping: 1%; SIAH1 antagonists: -5%; RSV antiviral HEp-2: 1.8%; SV40 large T antigen: 19%; HIV peptide binding: -1.6%

What do the screens show for `O=S(=O)(NCc1ccco1)c1ccc(Cl)nc1`?
LYP phosphatase: -4%; AID2073: 6%; MgcRacGAP inhibition: 3%; Dengue-2 NS5 capping: 5%; SIAH1 antagonists: -8%; RSV antiviral HEp-2: 0.1%; SV40 large T antigen: -3%; HIV peptide binding: -1.8%; XIAP displacement: 0.8%

How did CCN(CC)S(=O)(=O)c1cccc(C(=O)NCc2ccccc2)c1 do in these assays?
LYP phosphatase: -6%; AID2073: 5%; MgcRacGAP inhibition: -4%; Dengue-2 NS5 capping: -4%; SIAH1 antagonists: 5%; RSV antiviral HEp-2: 3.2%; SV40 large T antigen: 28%; HIV peptide binding: -0.2%; XIAP displacement: -6.0%

How did Cc1cc(NCCCN2CCOCC2)n2nc(C)c(-c3ccccc3)c2n1 do in these assays?
LYP phosphatase: -4%; AID2073: 4%; MgcRacGAP inhibition: 13%; Dengue-2 NS5 capping: 1%; SIAH1 antagonists: -1%; RSV antiviral HEp-2: -1.1%; SV40 large T antigen: 15%; HIV peptide binding: -1.6%; XIAP displacement: -0.7%

What do the screens show for `O=C(NCCc1ccc2c(c1)OCCO2)c1ccccc1F`?
LYP phosphatase: -14%; AID2073: -5%; MgcRacGAP inhibition: -5%; Dengue-2 NS5 capping: -6%; SIAH1 antagonists: -4%; RSV antiviral HEp-2: 3.0%; SV40 large T antigen: -3%; HIV peptide binding: -1.6%; XIAP displacement: -0.4%

What do the screens show for `CCn1c(COc2c(C)cccc2C)nnc1SCc1nc2ccccc2c(=O)[nH]1`?
LYP phosphatase: 2%; AID2073: 4%; MgcRacGAP inhibition: 5%; Dengue-2 NS5 capping: 7%; SIAH1 antagonists: 3%; RSV antiviral HEp-2: 4.4%; SV40 large T antigen: 5%; HIV peptide binding: -1.5%; XIAP displacement: -7.3%

Results for O=C1C=C(NCCN2CCOCC2)CC(c2ccccc2)C1 (stereo not drawn) ?
LYP phosphatase: -8%; AID2073: 1%; MgcRacGAP inhibition: -1%; Dengue-2 NS5 capping: -4%; SIAH1 antagonists: 0%; RSV antiviral HEp-2: 0.6%; SV40 large T antigen: 4%; HIV peptide binding: -1.8%; XIAP displacement: -1.6%

What do the screens show for `O=C(CN1CCc2ccccc2C1)Nc1ccccc1F`?
LYP phosphatase: -9%; AID2073: 9%; MgcRacGAP inhibition: 9%; Dengue-2 NS5 capping: 2%; SIAH1 antagonists: -8%; RSV antiviral HEp-2: 0.2%; SV40 large T antigen: 9%; HIV peptide binding: -0.6%
